Yfh1-depleted yeast – enhancers of respiration in Yfh1-depleted yeast, dose response, Friedreich's ataxia, plus single-dose screen (AID 1465). S. cerevisiae Yfh1-off respiration, WST-1 reduction, 72 h; higher fold induction means a stronger effect. fold induction at 50 µM, or EC50 in µM where a hit was titrated. 0.074% of 220,000 active;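 active = fold induction of absorbance versus untreated yeast above a set limit, then at least 30% activation at any dose in follow-up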;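 also: activators that raise dye reduction in frataxin-depleted yeast; strong numbers were not always called active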
WT yeast gro inh – growth inhibition of WT strain, primary screen, mitochondrial fusion inhibitor project, WT and mutant strains, chemical genetic | mitochondrial fusion phenotypic screen | inhibition, % at 10 µM | 2.1% of 190,000 active | AID 1362, 2008; in the data active = inhibition above about 58%; tested in S. cerevisiae
AID2073 – inhibitors of Mint1-CaV2.2 protein interaction, biochemical, HTRF (AID 2073) | HTRF protein-protein interaction, Mint1-CaV2.2; higher % means a stronger effect | one-dose inhibition, % at 20 µM; IC50 in µM for titrated hits | Voltage-dependent N-type calcium channel subunit alpha-1B (Homo sapiens) | 0.19% of 290,000 active; in the data active = inhibition mostly above about 51%, no sharp cut-off; also: some results filed as inactive read as strong as hits
HIV peptide binding – inhibitors of HIV fusion peptide binding, primary screen, biochemical, uHTS, fluorescence dequenching (AID 1986); cell-free peptide binding, fluorescence dequenching, 30 min; higher % means a stronger effect; inhibition, % at 20 µM, or IC50 in µM where a hit was titrated; 0.3% of 290,000 active; in the data active = inhibition mostly above about 52%, no sharp cut-off; inactive = mostly below about 76%; also: some results filed as inactive read as strong as hits
WT yeast gro inh mutant strain – further read-out of WT yeast gro inh, marked with its call; inhibition, %; mitochondrial fusion phenotypic screen, mutant strain inhibition
* marks the source's active call; other numbers are inactive results; i = inactive; · = not tested or not shown.

SMILES	Yfh1-depleted yeast	WT yeast gro inh	AID2073	HIV peptide binding	others
CC(C)CC(NC(=O)C(COC(C)(C)C)NC(=O)C(Cc1ccc(O)cc1)NC(=O)C(CO)NC(=O)C(Cc1c[nH]c2ccccc12)NC(=O)C(Cc1cnc[nH]1)NC(=O)C1CCC(=O)N1)C(=O)N[C@@H](CCCN=C(N)N)C(=O)N1CCCC1C(=O)NNC(N)=O (some centres undefined)	i	·	·	·
CCCCNC(=O)[C@@H]1CC=C[C@@H]2CCN(Cc3ccc(Cl)c(Cl)c3)C(=O)[C@@H]21	i	·	·	·
COCOc1ccc(-c2oc3c(C/C=C(\C)CCC=C(C)C)ccc(O)c3c(=O)c2OCOC)c(OCOC)c1	i	·	·	·
C=CCN(C/C(=N\O)c1sc(C(=O)OCC)nc1C)c1cccc(Br)c1	i	·	·	·
CCCCN1CC[C@H]2C=CC[C@@H](C(=O)Nc3ccc(Cl)c(C(F)(F)F)c3)[C@H]2C1=O	i	·	·	·
CCOC(=O)C1=C(C)N(CCCC(=O)O)C(=O)NC1c1ccccc1Cl (centres undefined)	i	·	·	·
CC1(C)c2[nH]c3ccccc3c2C[C@@H]2C(=O)N(c3ccc(F)cc3F)C(=O)N21	i	·	·	·
Cc1c(CCCC(=O)O)sc(N)c1C(=O)c1cccc(C(F)(F)F)c1	i	·	·	·
COC/C=C/C1=CC2=CC(=O)C(C)(OC(=O)c3cnc4ccccc4n3)C(=O)C2=CN1CC1CC1 (centres undefined)	i	·	·	·
Cc1nc(-c2ccc(Cl)cc2)sc1C1(C)CC(c2ccncc2)=NO1 (centres undefined)	i	·	·	·
O=C(c1ccc(Cl)cc1)N1CCC(=O)N(C(CO)Cc2ccccc2)CC1 (centres undefined)	i	·	·	·
Cn1c(=O)c2[nH]c(CCCC(=O)O)nc2n(Cc2ccccc2)c1=S	i	·	·	·
O=C1c2ccccc2S(=O)(=O)c2cc(N3CCC(C(=O)N4CCCCC4)CC3)ccc21	i	·	·	·
CC(=O)O[C@H]1C[C@@H]2CC[C@@H]3[C@H](CC[C@@]4(C)[C@H]3C[C@H]([N+]3(C)CCCCC3)[C@@H]4OC(C)=O)[C@@]2(C)C[C@@H]1N1CCCCC1	i	·	·	·
Cc1cc(CNC(=O)C2(C(F)(F)F)CC(CCCO)CCCO2)nn1C (centres undefined)	i	·	·	·
COc1ccc(-c2csc(NC(C)c3nc4cc(Cl)c(Cl)cc4n3CCOCCO)n2)cc1 (centres undefined)	i	·	·	·
CS(=O)(=O)c1ccc(CNC(=O)C2(C(F)(F)F)C/C(=C\Cc3ccccc3)CCCO2)cc1 (centres undefined)	i	·	·	·
CCN1C(=O)N[C@@H](c2ccccc2)[C@H](C(C)=O)[C@H]1C	i	·	·	·
COc1ccc(-c2ccccc2)c2oc(-c3ccco3)cc(=O)c12	i	·	·	·
OCCCn1c(C2CCCN2c2nc(-c3ccc(F)cc3)cs2)nc2cc(Cl)c(N3CCCCC3)cc21 (centres undefined)	i	·	·	·
CCCCC1=CC2=CC(=O)C(C)(OC(=O)c3cccs3)C(=O)C2=CO1 (centres undefined)	i	·	·	·
COc1ccc2[nH]c(=O)c(-c3nnn(-c4ccc(Cl)nc4)n3)cc2c1	i	·	·	·
COc1ccc(CN2[C@@H](CC(C)=O)c3cc(C(F)(F)F)ccc3S2(=O)=O)cc1	i	·	·	·
CCOC(=O)CN1C(=O)N[C@@H](c2ccco2)C(C(C)=O)=C1C	i	·	·	·
N#CCc1c(C#N)c(N)nc(N2CCOCC2)c1C#N	i	·	·	·
O=C(NC1CC1)C1=C[C@H](c2coc3ccccc3c2=O)C[C@H](OCCCCO)O1	i	·	·	·
C=CC1=C2C=C(C3CC3)N(CCCN(CC)CC)C=C2C(=O)C(C)(OC(=O)c2ccco2)C1=O (centres undefined)	i	·	·	·
COC(C/C=C\[C@H](O)COCc1ccccc1)OC	i	·	·	·
COC(C[C@@H](O)C[C@H](O)[C@H](C)OCc1ccccc1)OC	i	·	·	·
O=C(O)C1Nc2ccc(C(F)(F)F)cc2C2OCCC12 (centres undefined)	i	·	·	·

Looked up by compound from the list above:
SMILES	Yfh1-depleted yeast	WT yeast gro inh	AID2073	HIV peptide binding	others
C=CC1=C2C=C(C3CC3)N(CCCN(CC)CC)C=C2C(=O)C(C)(OC(=O)c2ccco2)C1=O (centres undefined)	i	·	·	·
O=C(O)C1Nc2ccc(C(F)(F)F)cc2C2OCCC12 (centres undefined)	i	·	·	·
COC(C/C=C\[C@H](O)COCc1ccccc1)OC	i	·	·	·
COc1ccc(CN2[C@@H](CC(C)=O)c3cc(C(F)(F)F)ccc3S2(=O)=O)cc1	i	·	·	·
N#CCc1c(C#N)c(N)nc(N2CCOCC2)c1C#N	i	·	·	·
CCCCC1=CC2=CC(=O)C(C)(OC(=O)c3cccs3)C(=O)C2=CO1 (centres undefined)	i	·	·	·
COC(C[C@@H](O)C[C@H](O)[C@H](C)OCc1ccccc1)OC	i	·	·	·

(listing goes on)
SMILES	Yfh1-depleted yeast	WT yeast gro inh	AID2073	HIV peptide binding	others
CCOC(=O)C(C#N)(Cc1cc(OC)cc(OC)c1)Cc1cc(OC)cc(OC)c1	i	·	·	·
Cc1ccsc1C(=CCCN1CCC[C@@H](C(=O)O)C1)c1sccc1C	i	·	·	·
COC(C/C=C\[C@@H](O)[C@H](C)OCc1ccccc1)OC	i	·	·	·
Cc1ccc2c(c1)C1C=CCC1C(C(=O)NCCCN1CCOCC1)N2 (centres undefined)	i	·	·	·
CCOC(=O)c1cccc(NC(=O)c2c(NCc3ccccc3)[nH]c(=O)[nH]c2=O)c1	i	·	·	·
CCCCCCCCN1[C@@H](CC(C)=O)c2cc(C(F)(F)F)ccc2S1(=O)=O	i	·	·	·
O=C(NCCc1ccccc1)[C@@H]1CC=C[C@@H]2CCN(C3CCCCC3)C(=O)[C@@H]21	i	·	·	·
Cn1cc(C(=O)OCC2CCN(CCNS(C)(=O)=O)CC2)c2ccccc21	i	·	·	·
CS(=O)(=O)c1ccc(-c2cc(Br)sc2-c2ccc(F)cc2)cc1	i	·	·	·
CCCCN1C(N)=NC[C@@H]1c1ccccc1	i	·	·	·
Cc1cc2oc3ccc(NCCC4CCCN4C)cc3c(=O)c2cc1C (centres undefined)	i	·	·	·
OCCOCCn1c(CCNc2nc(-c3ccc(Cl)cc3)cs2)nc2cc(Cl)c(Cl)cc21	i	·	·	·
CC(C)Oc1ccc(Cl)cc1Nc1nc(NCCO)nc(N2CCCC2)n1	i	·	·	·
COC(=O)N1[C@H](C)C=C[C@]1(Cc1ccccc1)C(=O)OC	i	·	·	·
COCCNC(=O)c1c(CSc2ccc(Cl)cc2)noc1C(=O)NCc1ccccc1	i	·	·	·
O=C(NCc1ccccc1)c1onc(CSc2ccccc2)c1C(=O)NCc1ccccc1	i	·	·	·
CCOC(=O)C1=C(C)N(CCCC(=O)O)C(=O)NC1c1ccc(Br)cc1 (centres undefined)	i	·	·	·
C/C=C(\C)C(=O)NCCN1C2=NC[C@@H](Cc3ccccc3)N2C[C@@H]1Cc1ccc(OC)cc1	i	·	·	·
COC(=O)C[C@H]1c2cc(C(F)(F)F)ccc2S(=O)(=O)N1Cc1ccccc1OC	i	·	·	·
CC(C)CC(CO)N1CCN(C(=O)c2cccc(Cl)c2)CCC1=O (centres undefined)	i	·	·	·

Ordered by length of the SMILES (ascending): 5 of the compounds above.
SMILES	Yfh1-depleted yeast	WT yeast gro inh	AID2073	HIV peptide binding	others
Cc1cc2oc3ccc(NCCC4CCCN4C)cc3c(=O)c2cc1C (centres undefined)	i	·	·	·
CC(C)Oc1ccc(Cl)cc1Nc1nc(NCCO)nc(N2CCCC2)n1	i	·	·	·
CCOC(=O)C1=C(C)N(CCCC(=O)O)C(=O)NC1c1ccc(Br)cc1 (centres undefined)	i	·	·	·
O=C(NCc1ccccc1)c1onc(CSc2ccccc2)c1C(=O)NCc1ccccc1	i	·	·	·
COC(=O)C[C@H]1c2cc(C(F)(F)F)ccc2S(=O)(=O)N1Cc1ccccc1OC	i	·	·	·

(listing goes on)
SMILES	Yfh1-depleted yeast	WT yeast gro inh	AID2073	HIV peptide binding	others
COc1cc(NC(=O)c2ccccc2)ccc1NC(=O)c1cc2ccccc2o1	·	·	·	-0.3%
NS(=O)(=O)c1ccc(-c2ccc(C=C3C(=O)c4ccccc4C3=O)o2)cc1	·	·	·	1.7%
Cn1c(NCc2ccccc2Cl)nc2ccccc21	i	15.4	·	·	WT yeast gro inh mutant strain=4.6
COc1cc(OC)cc(C(=O)Nc2ccc(Nc3ccccc3)cc2)c1	·	·	0.2%	-0.9%
O=C(Cc1ccc(Cl)c(Cl)c1)Nc1cccnc1	·	·	5.7%	-0.8%
O=C(Nc1nonc1-c1ccc(Cl)cc1)c1ccco1	·	·	3.9%	2.0%
COc1cccc(NS(=O)(=O)c2c(C)nc3sccn3c2=O)c1	·	·	11.3%	-1.7%
O=C(NCc1cccc(Cl)c1)c1cccc(OC2CCN(C(=O)C3CC3)CC2)c1	·	·	1.0%	1.9%
CN(C)CCCn1c(=S)[nH]c2sc3c(c2c1=O)CCCC3	·	·	-61.8%	-2.9%
Nc1cccc(C(=O)NCCNC(=O)c2cccc(N)c2)c1	·	·	17.6%	-1.2%
CC12CCC(C(=O)NNC(=O)c3ccc(F)cc3)(OC1=O)C2(C)C (centres undefined)	·	·	12.1%	-0.1%
Cc1ccc(OCc2cc(C(=O)NCc3cn4ccccc4n3)no2)cc1C	·	·	8.0%	2.1%
COc1cc(C(=O)Oc2ccc3ccc(O)cc3c2)cc(OC)c1OC	·	·	11.3%	0.6%
CC1CCN(C(=O)c2ccc(Br)c(S(=O)(=O)N3CCOCC3)c2)CC1	·	·	-2.2%	-1.0%
CC(=O)Nc1cccc(NC(=O)Cc2cccs2)c1	·	·	19.1%	3.3%
COc1ccc(CC(=O)N2CCCC2)c(OC)c1	·	·	3.6%	-1.1%
CN(C)c1ccc(C(C(=O)NCC2CCCO2)N(Cc2ccccc2)C(=O)c2snc(C(N)=O)c2N)cc1 (centres undefined)	·	·	70.2%	-1.1%
CCc1nc2ccc(C(=O)N3CCN(c4ccccc4F)CC3)cc2nc1CC	·	·	15.5%	0.6%
CCOc1cccc(Nc2ccc([N+](=O)[O-])cn2)c1	·	·	9.7%	-2.0%
CC1CCN(Cc2nnnn2CCCC(=O)NCCN2CCOCC2)CC1	·	·	-1.4%	1.1%
Cc1ccc(OCCOCCN2CCCC2)c(Br)c1	·	·	-0.7%	1.8%
COc1cc(/C=C2\SC(=S)N(NC(=O)c3ccccc3OC)C2=O)ccc1O	·	·	33.9%	10.9%
Cc1ccc(C(=O)N(CC(=O)Nc2sc(C)c(C)c2C(N)=O)C2CCCC2)cc1	·	·	-1.8%	0.2%
COc1cccc(NC(=O)CN(C)S(=O)(=O)c2ccc3c(c2)CCC(=O)N3)c1	·	·	-0.2%	2.7%
COc1ccc(NC(=O)NNC(=O)c2cc(C3CC3)nc3ccccc23)c(OC)c1	·	·	13.9%	-0.3%
Cc1ccc(-n2ncc3c2CC(C)(C)CC3NC(=O)CCc2cccnc2)cc1 (centres undefined)	·	·	13.9%	1.0%
CCN(c1ccccc1)S(=O)(=O)c1cc(CN2C(=O)c3cccnc3C2=O)ccc1OC	·	·	5.6%	0.3%
COc1ccc(NC(=O)CS(=O)(=O)c2ccc(Br)cc2)cc1	·	·	1.1%	-2.5%
COc1ccc(-n2nc3c(c2NC(=O)CCl)CSC3)cc1	·	·	2.6%	1.7%
O=C(Nc1ccc(NC(=O)c2ccc(Cl)cc2Cl)cc1)c1cccs1	·	·	7.9%	-2.3%
Cc1ccc(OC(C)C(=O)Nc2ccc(S(=O)(=O)Nc3nccs3)cc2)cc1 (centres undefined)	·	·	-1.5%	6.0%
Cc1cc(NC(=O)c2cc(-c3ccccn3)nc3ccc(Br)cc23)no1	·	·	41.0%	1.9%
O=C(C1CCCN(S(=O)(=O)c2ccccc2)C1)N1CCN(c2ccccc2)CC1 (centres undefined)	·	·	2.4%	-1.1%
CC1N(C(=O)N(C)C)CCN1S(=O)(=O)c1ccccc1 (centres undefined)	·	·	16.8%	1.4%

Screening results from PubChem.

An excerpt (hit frequency here may not be typical).
